# Assay outcomes (PubChem)
# PLC-gamma1 inh = inhibitors of human phospholipase C gamma1. purified PLC-gamma1, fluorogenic substrate, fluorescence. 370,000 tested, 0.84% active. inhibition, % at 12.2 µM; in the data active = inhibition above about 9.5%
# ASAP1 GAP inh = blocks human ASAP1-stimulated Arf1 GTP hydrolysis | Q9ULH1 | GDP FP detection | inhibition, % at 16.5 µM | 360,000 tested, 0.19% active | AID 624377; in the data active = inhibition above about 25%;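 note: 0% = vehicle with enzyme and substrate and 100% = no enzyme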
# Target sequence (Q9ULH1 325-724 limits assumed): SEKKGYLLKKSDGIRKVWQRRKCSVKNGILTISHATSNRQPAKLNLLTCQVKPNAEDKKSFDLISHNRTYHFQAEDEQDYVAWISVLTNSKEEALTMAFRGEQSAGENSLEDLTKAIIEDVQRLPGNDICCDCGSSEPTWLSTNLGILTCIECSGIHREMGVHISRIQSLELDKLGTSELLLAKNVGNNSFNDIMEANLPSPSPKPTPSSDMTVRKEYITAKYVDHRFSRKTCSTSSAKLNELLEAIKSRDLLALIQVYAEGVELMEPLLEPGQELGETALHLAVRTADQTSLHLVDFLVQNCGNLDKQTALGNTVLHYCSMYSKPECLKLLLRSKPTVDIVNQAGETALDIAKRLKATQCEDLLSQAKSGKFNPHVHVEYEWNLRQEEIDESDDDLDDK
# PLCb3 inh = inhibitors of human phospholipase C beta3; Q01970; Purified PLC-beta3, fluorogenic substrate, fluorescence; inhibition, % at 12.2 µM; 370,000 tested, 0.18% active; AID 720704; in the data active = inhibition above about 11%;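 note: 0% = median of compound wells on plate and 100% = full blocker control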
# UHRF1 binding = blocks human UHRF1 binding to methylated DNA. inhibition, % at 4.4 µM. 370,000 tested, 0.75% active. UHRF1 binding to methylated oligo, TR-FRET; in the data active = inhibition above about 21%;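 note: UHRF1 SRA domain binding a hemimethylated CpG hairpin DNA probe; 0% = median of test compound wells and 100% = reference inhibitor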
# Tn6 DDE FP = disrupts Tn6 cyclic peptide binding to fibrin D-Dimer-E complex | Fibrin DD(E) TRITC-Tn6 fluorescence polarization displacement | P02675 | inhibition, % at 8.3 µM | 370,000 tested, 0.21% active;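 active = inhibition above a per-campaign cutoff: mean of compounds within control limits plus 3 SD, cut at about 15% in these data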;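 note: 0% = median of all compound wells on the plate and 100% = blocking peptide control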
# Target sequence (P02675 whole entry, looked up): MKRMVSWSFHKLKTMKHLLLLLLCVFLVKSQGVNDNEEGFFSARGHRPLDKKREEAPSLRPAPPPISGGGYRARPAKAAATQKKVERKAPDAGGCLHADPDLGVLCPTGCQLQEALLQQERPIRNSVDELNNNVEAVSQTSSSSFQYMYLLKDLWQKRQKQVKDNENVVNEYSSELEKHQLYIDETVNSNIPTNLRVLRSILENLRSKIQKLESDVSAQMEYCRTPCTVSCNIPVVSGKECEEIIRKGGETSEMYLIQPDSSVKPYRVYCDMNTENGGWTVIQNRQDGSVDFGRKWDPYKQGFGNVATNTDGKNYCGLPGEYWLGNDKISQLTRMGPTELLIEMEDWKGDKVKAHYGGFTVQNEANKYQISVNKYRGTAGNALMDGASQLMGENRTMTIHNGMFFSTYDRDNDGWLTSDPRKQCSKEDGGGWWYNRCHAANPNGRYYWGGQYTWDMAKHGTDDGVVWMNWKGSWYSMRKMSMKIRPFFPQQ
# KLK7 zymogen act = proKLK7 (human) activation, primary screen; purified proKLK7, EDANS-DABCYL substrate fluorescence; 100% is mature enzyme control, 0% vehicle; activation, % at 7 µM; 370,000 tested, 0.9% active;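 active = activation above the mean of all tested compounds plus 3 SD, computed per campaign excluding outliers beyond control limits, cut at about 13% in these data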
# DDE Tn7 FP inh = DD(E)-Tn7 binding inhibition, primary FP screen; P02675; inhibition, % at 8.3 µM; FP displacement of FITC-Tn7 peptide from fibrin DD(E); 0% = median of compound wells per plate; 370,000 tested, 0.13% active;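 active = inhibition above the mean of compounds falling within the control limits plus 3 SD of them, cut at about 14% in these data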;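 note: 0% = plate median of compound wells and 100% = 10 µM Aha-Tn7 peptide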
#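 Also added: labelled Tn7 tracer, 0.1 µM; Assay system: human fibrin DD(E) protein; Amount: 2 µM fibrin DD(E); Schedule: 10 min compound pre-incubation, 3 h probe incubation at room temperature; Repeats: one replicate per compound; Read-out basis: percent inhibition; Measured by: fluorescence polarization of the labelled Tn7 tracer.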
# MBD2 DNA inh = inhibitors of human MBD2 binding to methylated oligonucleotide. Q9UBB5. TR-FRET. inhibition, % at 4.4 µM. 370,000 tested, 0.31% active; in the data active = inhibition above about 13%
# ARFGAP1 inhibitor = inhibits rat ARF GTPase activating protein 1 | Q62848 | Arfgap1-stimulated ARF1 GTP hydrolysis, GDP FP detection | inhibition, % at 16.5 µM | 360,000 tested, 0.26% active;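 active = inhibition above a per-plate limit, mean inhibition of low control wells plus 3 SD, cut at about 25% in these data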;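 note: 0% = DMSO wells with enzyme and 100% = wells lacking Arfgap1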
# Target sequence (Q62848 1-136 limits assumed): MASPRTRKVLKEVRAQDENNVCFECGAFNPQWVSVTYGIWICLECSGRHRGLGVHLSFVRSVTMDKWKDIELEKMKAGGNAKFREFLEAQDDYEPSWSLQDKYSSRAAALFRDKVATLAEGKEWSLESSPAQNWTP
#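 Replicates: Single well per compound | Assay system: Truncated rat Arfgap1 GAP domain | Control set: No-Arfgap1 wells (100%) versus DMSO full-reaction wells (0%) | Times: Enzyme reaction 120 min at 25 °C after 20 min preincubation | Reagent: Human ARF1(Δ1-17)-GTP substrate | Measured by: Tracer-displacement fluorescence polarization with EDTA stop, 620/688 nm | Measure: Percent inhibition of Arfgap1-stimulated GTP hydrolysis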
# ADAM17 inh = inhibitors of human ADAM17; P78536; recombinant ADAM17, EDANS/DABCYL FRET peptide cleavage; inhibition, % at 6.95 µM; 370,000 tested, 0.83% active; AID 720648;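 active = inhibition above the mean of compounds lying between control limits plus 3 SD, set per campaign, cut at about 8.5% in these data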;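 note: 0% = DMSO-only wells as the low control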
# An asterisk follows results filed as active; i = inactive; . = not tested or not shown.
SMILES,PLC-gamma1 inh,ASAP1 GAP inh,PLCb3 inh,UHRF1 binding,Tn6 DDE FP,KLK7 zymogen act,DDE Tn7 FP inh,MBD2 DNA inh,ARFGAP1 inhibitor,ADAM17 inh
Cc1ccsc1C(=O)Nc1ccc(S(=O)(=O)N2CCOCC2)cc1,-2,-3,4,12,-4,0.0,-3,2,5,-1
CCn1c(CCC(N)=O)nnc1SCC(=O)Nc1cccc(S(=O)(=O)N2CCCC2)c1,1,-4,-1,9,4,0.5,-10,5,2,-1
Nc1c(N(Cc2ccccc2)C(=O)COc2ccc([N+](=O)[O-])cc2)c(=O)[nH]c(=O)n1Cc1ccccc1,-2,18,1,7,1,0.8,-3,1,15,-1
CCOc1ccccc1NC(=O)N1CCC(c2nc3ccc(C)cc3[nH]2)CC1,3,7,0,0,-7,0.6,1,3,8,-3
Cc1ccc(C(C#N)=Cc2ccc3c(c2)OCO3)cc1,-4,3,-8,2,-1,-0.3,-5,3,-21,0
CC(=O)c1cccc(NC(=O)c2ccc(N(Cc3ccc(C)cc3)S(C)(=O)=O)cc2)c1,2,16,5,0,-3,-0.1,-2,1,6,4
CC(C)n1c(Nn2cnnc2)nc2ccccc21,1,-7,1,-2,-1,-0.6,-9,-2,-15,-1
O=C(NC(=S)NCc1ccccc1)c1ccccc1[N+](=O)[O-],3,14,2,4,-10,0.4,6,0,-2,-2
O=C(NCCCc1ccccc1)c1cc(COc2ccc(F)cc2Cl)on1,-1,-4,-5,-5,0,0.7,2,3,9,2
COc1ccc(S(=O)(=O)Cc2ccc(C(=O)NC3CCC(C)CC3)o2)cc1 (stereo unspecified),0,-7,-2,-2,-5,-0.3,7,-5,-9,-1

# Next part, starting with the last three of the part before.
SMILES,PLC-gamma1 inh,ASAP1 GAP inh,PLCb3 inh,UHRF1 binding,Tn6 DDE FP,KLK7 zymogen act,DDE Tn7 FP inh,MBD2 DNA inh,ARFGAP1 inhibitor,ADAM17 inh
O=C(NC(=S)NCc1ccccc1)c1ccccc1[N+](=O)[O-],3,14,2,4,-10,0.4,6,0,-2,-2
O=C(NCCCc1ccccc1)c1cc(COc2ccc(F)cc2Cl)on1,-1,-4,-5,-5,0,0.7,2,3,9,2
COc1ccc(S(=O)(=O)Cc2ccc(C(=O)NC3CCC(C)CC3)o2)cc1 (stereo unspecified),0,-7,-2,-2,-5,-0.3,7,-5,-9,-1
COCc1nnc(NC(=O)c2ccc(S(=O)(=O)N3CCCCCC3)cc2)o1,1,3,2,-1,-7,0.3,-3,2,1,0
COCCCN1C(=O)N(c2ccc(F)cc2)C(=O)C1CC(=O)Nc1ccccc1 (stereo unspecified),2,1,-3,0,-6,-0.2,6,-1,3,-2
Cc1ccc(NC(=O)C(c2ccccc2)N2CCN(CC(=O)NC3CC3)CC2)cc1 (stereo unspecified),-2,1,-5,0,-5,-0.1,5,-1,-7,-4
CN(C)C(CNC(=O)CSc1nnc(-c2ccco2)o1)c1ccccc1 (stereo unspecified),3,-7,1,2,4,0.7,-8,-1,1,2
CCn1nnnc1SCC(=O)Nc1cc(C)on1,0,15,1,-1,3,-0.2,3,-1,-2,-2
O=C1CC(c2ccco2)CC(O)=C1C=NCCN1CCNCC1 (stereo unspecified),1,6,-3,-7,-2,1.1,8,-7,-5,-2
COc1ccc(C(C)=O)cc1CN1C(=O)C(C)ON=C1c1cccc(C(F)(F)F)c1 (stereo unspecified),-1,-1,-7,2,1,-0.5,2,3,-2,-5
C/C(=N\O)c1c(C)c2ccccc2n1C,-1,3,1,0,0,0.0,7,1,-4,1
O=C(Nc1ccc2c(c1)OCO2)c1cc2n(n1)C(C(F)(F)F)CC(c1ccccc1)N2 (stereo unspecified),2,4,1,-3,5,-0.1,4,2,2,0
O=Cc1cc(N=Nc2ccc(S(=O)(=O)O)cc2)ccc1O,14*,4,-8,3,3,-0.3,2,-5,-5,-1
COc1cc(-c2nc3ccccn3c2NCC2CCCO2)ccc1O (stereo unspecified),i,-6,i,-3,4,-20,4,-4,-6,-241
CCOC(=O)c1c(C)[nH]c(C)c1C(=O)COC(=O)CNC(=O)c1ccc(OCC)cc1,-2,1,1,-3,-2,0.1,2,4,5,-4
CCCCCCCCNS(=O)(=O)CCNCc1ccccc1OC,0,19,0,-1,6,0.4,1,-2,-8,-1
COC(=O)C1CN(CC(C)C)CCS(=O)(=O)N1Cc1ccc(C)cc1 (stereo unspecified),2,.,-4,1,-12,-0.1,-8,0,.,-9
Cc1ccc2sc(N(CCCN(C)C)C(=O)c3ccc(S(=O)(=O)N(C)Cc4ccccc4)cc3)nc2c1C,-3,-1,0,0,0,-1.6,7,56*,9,4
CCCCCCN1CCN(C2CN(Cc3cn(Cc4ccc(C(F)(F)F)cc4)nn3)S(=O)(=O)C2)CC1 (stereo unspecified),3,4,6,20,-4,0.0,4,-3,1,3
CCCC(C(=O)N(C)CC(=O)Nc1ccc(N2CCOCC2)cc1)c1ccccc1 (stereo unspecified),0,-13,3,0,-1,0.0,1,2,1,6
O=C(NCCN1CCOCC1)c1cc(-c2ccc(Cl)cc2Cl)on1,2,10,-5,3,4,-0.3,-5,0,1,0
Cc1ccc(NC(=O)Cn2c(=O)c3cccn3c3ccccc32)c(C)c1,-3,0,-8,5,7,-0.4,0,1,-1,-4
O=C(Nc1ccccc1)C1=C[C@H](c2ccc(Br)cc2)C[C@H](OCc2ccc(CO)cc2)O1,2,6,3,2,7,0.9,-2,-3,13,10*
O=Cc1ccccc1OCc1nnsc1Cl,-3,-4,0,-2,3,0.2,6,4,0,-2
CC1(CCC(=O)N2CCCC(Nc3ccc(F)cc3)C2)CC1 (stereo unspecified),1,7,-4,-3,8,0.2,2,-1,2,-1
Cc1ccccc1Nc1nc(N)nc(CSCc2c(C)noc2C)n1,0,2,-5,3,-2,0.0,1,4,5,-3
CC(C)Oc1ccc(S(=O)(=O)N2CCOCC2)cc1NC(=O)Cc1c(F)cccc1Cl,2,3,-1,0,4,0.0,1,2,0,0
CSc1nnc(-c2ccc(Br)s2)n1C,9,8,0,4,-3,-0.3,2,2,-3,3
O=C(OCc1ccc(F)cc1)c1cc(S(=O)(=O)N2CCCCC2)ccc1N1CCOCC1,0,-8,-6,-1,-3,0.5,-4,0,6,-3
CC(C)OCCCNC(=O)c1ccc2c(=O)n(Cc3ccc4c(c3)OCO4)c(=S)[nH]c2c1,3,-7,-1,-1,2,0.8,2,0,12,-2
CC(=O)Nc1ccc(C(=O)COC(=O)c2cccs2)c(F)c1,-4,-5,-8,2,-4,0.7,5,3,1,-3
Cc1ccc(S(=O)(=O)Oc2ccc(/C=C(/NC(=O)c3ccccc3)C(=O)O)cc2)cc1,1,0,-1,-4,4,0.1,3,-5,12,-2
O=C(O)C(=Cc1ccc([N+](=O)[O-])cc1)c1cccc(Cl)c1,-5,3,-1,-1,5,-0.7,3,2,3,2
CC1CCN(C(=O)CSc2ccc(-c3ccc(F)cc3)nn2)CC1,-1,-1,-2,1,9,0.8,8,-1,-7,-3
O=C(O)CCc1ccc(-c2ccccc2)n1NC(=O)c1ccco1,-3,7,-4,4,12,1.2,-1,2,-2,-8
COc1nc(OC)nc(N2CCC(C(=O)NCc3ccccc3OC)CC2)n1,4,.,1,6,-3,-0.2,-5,1,.,8
Nc1ncncc1-c1ccccc1Cl,-4,-15,-7,-1,4,0.1,-2,4,17,-1
CCC(=O)OCCNc1cc(Sc2nccn2C)c2nonc2c1[N+](=O)[O-],0,-1,0,-8,2,-0.4,1,-16,10,1
COC(=O)C(Cc1ccc(O)cc1)NC(=O)C(C)Oc1ccccc1 (stereo unspecified),1,7,0,0,10,-0.1,5,1,-1,-3
Cn1cccc1C(=O)OCC(=O)NNC(=O)c1ccc([N+](=O)[O-])cc1,1,-21,2,0,4,-0.6,3,0,9,0
CCC(=O)c1cc(F)c(N2CCN(C(=O)Cc3ccccc3)CC2)cc1C,1,-4,2,-1,-4,-0.3,5,2,-8,-2
O=C(NC1CCCCN(Cc2cccc(C(F)(F)F)c2)C1=O)C1C2CC3CC(C2)CC1C3 (stereo unspecified),-1,.,4,1,2,-0.1,7,-3,.,3
COc1ccc(Cl)cc1C(=O)NC1CC(C)(C)NC(C)(C)C1,2,-13,3,-1,-4,-0.1,4,0,2,-4
Cc1ccc(C(=O)Nc2ccncc2)cc1[N+](=O)[O-],0,17,-67,-1,2,-0.4,2,0,7,-3
CCOC(=O)c1ccc(N2C(=O)c3n[nH]c(C)c3C2c2cccnc2)cc1 (stereo unspecified),3,5,-1,-1,2,0.6,-2,-3,2,-2
O=C(Cc1ccccc1)NC(=S)Nc1ccc(OC(F)F)cc1,-1,-3,-7,0,10,-0.1,-2,4,-3,5
Cn1c2ccccc2c2cc(C(=O)N3CCN(CCO)CC3)sc21,1,0,-5,-3,8,-0.9,-7,0,13,-10
COc1nc(C)nc(C)c1Oc1ccc(Cl)cc1Cl,-1,5,-5,-2,3,-0.2,1,0,-4,-1
C=CCN(c1ccccc1OC)S(=O)(=O)c1cccc(C(=O)OC2CCOC2=O)c1 (stereo unspecified),0,-3,2,4,-2,-0.3,-6,-1,12,1
CCc1nc2ccc(C(=O)Nc3cc(-c4ccccc4)ccc3OC)cn2c1N(C)Cc1ccc(Cl)cc1,-21,6,-21,1,4,-9.2,-3,1,11,2
S=c1[nH]nc(COc2ccccc2)n1/N=C/c1cccnc1,2,-4,-2,-2,-7,0.0,-1,-2,1,-4
CCC(CC)c1ncc[nH]1,-2,6,-3,4,-2,-0.4,-10,-4,-6,0
CC(CC(=O)N(CCC1=CCCCC1)c1c(N)n(Cc2ccccc2)c(=O)[nH]c1=O)c1ccccc1 (stereo unspecified),4,-7,-6,1,-1,-0.7,0,2,0,-7

# In the list so far, these have bromine:
SMILES,PLC-gamma1 inh,ASAP1 GAP inh,PLCb3 inh,UHRF1 binding,Tn6 DDE FP,KLK7 zymogen act,DDE Tn7 FP inh,MBD2 DNA inh,ARFGAP1 inhibitor,ADAM17 inh
O=C(Nc1ccccc1)C1=C[C@H](c2ccc(Br)cc2)C[C@H](OCc2ccc(CO)cc2)O1,2,6,3,2,7,0.9,-2,-3,13,10*
CSc1nnc(-c2ccc(Br)s2)n1C,9,8,0,4,-3,-0.3,2,2,-3,3

# Remaining list, next part:
SMILES,PLC-gamma1 inh,ASAP1 GAP inh,PLCb3 inh,UHRF1 binding,Tn6 DDE FP,KLK7 zymogen act,DDE Tn7 FP inh,MBD2 DNA inh,ARFGAP1 inhibitor,ADAM17 inh
CCc1cccc(Nc2cc(C)nc3ncnn23)c1,0,-11,1,-1,3,0.2,4,-3,3,-1
CC(C)C12CN3CC(C(C)C)(CN(C1)C3c1ccccc1O)C2=O (stereo unspecified),1,12,2,1,6,0.3,-1,4,4,-4
O=[N+]([O-])CC(c1ccccc1)P(=O)(c1ccccc1)c1ccccc1 (stereo unspecified),-1,-10,-3,-2,6,0.1,8,4,-6,16*
O=C(c1ccc(N2CCCCC2)c([N+](=O)[O-])c1)N(c1ccccn1)c1ccccn1,2,10,7,-6,4,-0.3,2,-10,-6,3
